SUMO HTRF inh = blocks human SUMOylation mediated by UBC9 | P63279 | HTRF SUMOylation assay, SAE1/SAE2 + UBC9, in vitro | inhibition, % at 35 µM | 290,000 compounds, 0.36% hits; in the data active = inhibition above about 50%, passing the limit was not always enough; also: strong numbers were not always called active
Target sequence (P63279 whole entry, looked up): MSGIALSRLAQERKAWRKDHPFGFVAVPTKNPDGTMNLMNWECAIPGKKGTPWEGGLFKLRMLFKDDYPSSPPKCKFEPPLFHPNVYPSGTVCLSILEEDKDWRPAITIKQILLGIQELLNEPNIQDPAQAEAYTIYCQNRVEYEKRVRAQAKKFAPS
NALP1 inh = blocks the NALP1 inflammasome reconstituted in yeast. AID 2071. inhibition, % at 10 µM. 280,000 compounds, 0.61% hits. S. cerevisiae NALP1/ASC/caspase-1 growth, X-gal OD620, 72 h; in the data active = inhibition mostly above about 24%, no sharp cut-off; inactive = mostly below about 32%; also: some compounds called inactive have numbers as strong as hits
MEKK2wt PB1 HTS = raises or lowers MEK5 binding to wildtype human MEKK2 PB1 domain; bead flow cytometry, Alexa488-MEK5 binding to MEKK2 WT; actives lie on both sides; binding response (% of control), % at 10 µM; 290,000 compounds, 1.1% hits; AID 1531; in the data active = binding response below about 67% or above about 130%
MEKK2mut PB1 HTS = signal of MEK5 binding to mutant human MEKK2 PB1 domain; 290,000 compounds, 0.35% hits; percent response, % at 10 µM; bead flow cytometry, Alexa488-MEK5 binding to MEKK2 mutant; AID 1530; in the data active = percent response above about 24%, passing the limit was not always enough; also: inactives centre near 1; some results filed as inactive read as strong as hits
VIM-2 inh = blocks Pseudomonas aeruginosa VIM-2 metallo-beta-lactamase; purified VIM-2, nitrocefin hydrolysis, epi-absorbance fluorescence; inhibition, % at 5.6 µM; 290,000 compounds, 0.89% hits;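 active = inhibition above the mean of all tested compounds plus 3 SD, cutoff set per screening run, cut at about 7.5% in these data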;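 also: red hydrolysis product quenches plate fluorescence so inhibitors raise well fluorescence; 0% = enzyme with DMSO and 100% = DMSO without enzyme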
DNA FID counter = counter-screen for HCV NS3 helicase inhibitors: DNA intercalator displacement; AID 1845; DNA fluorescent intercalator displacement, fluorescence; inhibition, % at 7.9 µM; 290,000 compounds, 0.17% hits; in the data active = inhibition above about 37%;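 also: 0% = vehicle and 100% = reference compound; higher means more ethidium bromide displaced from hairpin DNA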
IMP-1 inh = inhibitors of Pseudomonas aeruginosa IMP-1 metallo-beta-lactamase; purified IMP-1, nitrocefin hydrolysis, epi-absorbance fluorescence; inhibition, % at 5.6 µM; 290,000 compounds, 0.45% hits; AID 1556;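 active = inhibition above the mean plus 3 SD of all compounds in the same screening run, cut at about 4.5% in these data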;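 also: 0% = IMP-1 with DMSO and 100% = DMSO wells lacking enzyme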
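Material – recombinant IMP-1 enzyme, purified · Amount – IMP-1 0.2 nM before substrate addition · Medium – HEPES buffer pH 7.1 with ZnSO4 and Brij 35 · Timing – 25 °C, 15 min preincubation, 25 min reaction · Measured by – plate fluorescence quenching by hydrolysis product, ex 480/em 530 nm · Read-out – percent enzyme inhibition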
HCV NS3 hel inh = inhibitors of Hepatitis C virus NS3 helicase; AID 1800; inhibition, % at 10.9 µM; NS3 helicase DNA unwinding, Cy5 molecular beacon fluorescence; 290,000 compounds, 0.56% hits;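 active = inhibition above the mean of all tested compounds plus 3 SD, set per campaign, cut at about 35% in these data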;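 also: 0% = DMSO wells and 100% = thioflavine S control wells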
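Control set: DMSO versus 110 µM thioflavine S; Material: NS3 helicase fragment of HCV; Measured by: Cy5 fluorescence at 0 and 60 min, beacon hairpin quenching; Read-out basis: percent inhibition from t60/t0 fluorescence ratio; Times: reaction time 60 min, 25 °C; Repeats: single replicate; Compound dosing: single dose, 10.9 µM nominal final, DMSO 0.8% final.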
M18AAP inhibitor = PfM18AAP enzyme inhibition. recombinant PfM18AAP, H-Glu-NHMec fluorogenic cleavage. inhibition, % at 7.35 µM. 290,000 compounds, 1.2% hits. AID 1822;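 active = inhibition above the campaign mean inhibition over all tested compounds plus 3 SD, cut at about 28% in these data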;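 also: 0% = plate median of test compound wells and 100% = 2 mM ZnCl2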
An asterisk follows results filed as active; / = no result given.

SMILES | SUMO HTRF inh | NALP1 inh | MEKK2wt PB1 HTS | MEKK2mut PB1 HTS | VIM-2 inh | DNA FID counter | IMP-1 inh | HCV NS3 hel inh | M18AAP inhibitor
Cc1ccc(C(=O)NNC(=O)CNc2cccc(Cl)c2)cc1 | 10.0 | -12.1 | 102.0 | -8.0 | -4.3 | -0.5 | 0.7 | -7.3 | 9.4
CCOc1cc(C2NC(=O)NC(c3ccccc3)=C2C(C)=O)ccc1OC(C)=O (stereo not drawn) | -1.2 | 16.6 | 95.0 | -2.0 | 0.9 | -19.6 | -3.5 | -2.2 | -7.1
Cc1c(Cl)cccc1NC(=S)NCc1ccccc1 | / | / | 106.0 | 7.0 | -0.8 | -9.7 | -1.3 | 2.6 | 3.4
C/C=C/C=C/C(=O)OCC(=O)Nc1ccc(Cl)cc1 | 1.1 | 6.6 | 104.0 | 2.0 | -2.5 | -9.0 | -2.1 | 10.7 | -5.7
Cc1cc2nccc(-c3cccnc3)n2n1 | 6.6 | -16.8 | 100.0 | -43.0 | -1.2 | 17.8 | 0.0 | -1.1 | -0.5
CCOc1ccc2nc3c(cc2c1)CN(CCCO)C(=NCCOC)S3 | -14.6 | 6.4 | 97.0 | 5.0 | -0.5 | -24.1 | -0.1 | -1.9 | 9.4
CCn1cc(C(=O)O)c(=O)c2cc(F)c(N3CCN(C(=S)Nc4ccc(OC)cc4)CC3)cc21 | 14.4 | / | 91.0 | -2.0 | 0.0 | -1.3 | -2.6 | 6.8 | -15.5
NS(=O)(=O)c1ccc(CNC(=O)c2cc(-c3cccnc3)nc3ccc(Br)cc23)cc1 | -0.7 | 4.1 | 112.0 | 7.0 | 0.1 | -20.0 | -1.9 | 2.9 | -1.8
COc1ccc(NC(=S)Nc2ccc3nc(C)c(C)nc3c2)cc1 | 23.3 | -9.4 | 109.0 | 14.0 | -1.3 | -5.4 | -1.8 | 1.4 | -0.3
COc1ccc(NC(=O)N2CCCC2C(=O)NCC2CCCCC2)cc1 (stereo not drawn) | 8.9 | 26.5 | 95.0 | -5.0 | 1.1 | -13.8 | -0.8 | 20.9 | -6.3
O=C(N/N=C/c1ccc(Cl)cc1)c1cc2c(s1)-c1ccccc1CC2 | 5.0 | 28.9 | 109.0 | 18.0 | -1.9 | -1.4 | -2.5 | 9.4 | 4.4
NS(=O)(=O)c1ccc(CCN2C(=O)CCC2=O)cc1 | 0.8 | 0.8 | 105.0 | 6.0 | -1.6 | -11.5 | -5.1 | -0.1 | 2.5
CCOc1ccc(N(CC(=O)N2CCC(Cc3ccccc3)CC2)S(C)(=O)=O)cc1 | -12.9 | 5.7 | 99.0 | -1.0 | -1.0 | -49.0 | -1.4 | -3.1 | -6.2
O=C(CCC(=O)c1cccs1)NCc1ccccc1 | 12.2 | 12.5 | 110.0 | 5.0 | -0.6 | -0.9 | -3.6 | 2.0 | -2.3
COc1ccc(OC)c(/C=C2\Oc3cc(OCC(=O)N4CC(O)C[C@H]4C(=O)O)ccc3C2=O)c1 (stereo partly drawn) | 6.5 | 14.3 | 105.0 | 4.0 | 1.6 | -15.9 | -2.1 | 5.8 | -3.6
CCCn1c(SCC(=O)c2ccc3c(c2)OCCO3)nnc1-c1ccco1 | -19.9 | 7.7 | 99.0 | 2.0 | -0.9 | -28.4 | -4.9 | 2.2 | -14.6
O=C(Nc1ccccc1C(=O)NCCCN1CCOCC1)c1ccc(Cl)cc1 | 11.5 | 16.4 | 103.0 | -2.0 | -0.4 | 16.3 | -1.0 | 5.5 | -16.5
CC1CCCN(C(=O)C2CCN(CC(C)c3ccccc3)CC2)C1 (stereo not drawn) | 12.6 | 14.1 | 101.0 | 2.0 | -1.5 | 1.7 | -3.5 | -1.0 | -4.7
CC(C(=O)NCc1ccccn1)c1ccc([N+](=O)[O-])cc1 (stereo not drawn) | -0.9 | -5.7 | 97.0 | -3.0 | -2.3 | -2.1 | -1.4 | 1.8 | -3.1
CCC(=O)O[C@]1(C(=O)CCl)[C@@H](C)C[C@H]2[C@@H]3CCC4=CC(=O)C=C[C@]4(C)[C@@]3(F)[C@@H](O)C[C@@]21C | -22.4 | 13.8 | 70.0 | -7.0 | 3.5 | -40.8 | -0.5 | -4.3 | -3.1
Cc1nnc(SCC(=O)Nc2sc3c(c2C(N)=O)CCCC3)[nH]c1=O | 16.9 | -4.5 | 101.0 | -4.0 | 1.6 | -7.9 | 0.4 | 20.7 | 29.4*
CCc1ccc(NC(=O)Cn2nnc(C(=O)NCc3cccs3)c2N)cc1 | 17.4 | 24.4 | 101.0 | -1.0 | -3.8 | -6.8 | -2.6 | 9.3 | 3.4
Cc1cccn2c(=O)c(C=C(C#N)C#N)c(N3CCN(c4cccc(Cl)c4)CC3)nc12 | 1.4 | 8.3 | 92.0 | -2.0 | -0.8 | -11.4 | -2.7 | 29.8 | 5.8
O=C(CNC(=O)c1ccco1)NCC(=O)OCc1cccc(C(=O)Oc2ccccc2)c1 | 4.5 | / | 100.0 | 1.0 | 2.0 | -23.5 | -5.1 | -8.7 | -1.2
CNc1nc(C23CC4CC(CC(C4)C2)C3)cs1 | 9.0 | 6.8 | 111.0 | 12.0 | -2.1 | -0.5 | -1.3 | -24.6 | -3.2
CCN1CCN(C(c2cccs2)C(C)NC(=O)c2ccco2)CC1 (stereo not drawn) | 2.4 | -3.7 | 106.0 | 10.0 | -3.3 | -4.0 | -4.6 | 7.0 | 0.1
COc1ccc(CCNCc2cc(C)n(-c3ccc(OC)cc3)c2C)cc1 | 13.4 | 31.6 | 184.0* | 61.0* | -0.1 | 30.6 | 1.4 | -40.6 | 42.4*
Cc1cc(NC(=O)CSc2nc(Cc3ccccc3)c(C)[nH]2)no1 | -12.6 | -0.2 | 100.0 | 1.0 | -1.1 | -10.4 | -1.0 | 4.6 | 2.5
O=C(c1ccc(Cl)nc1)N1CCN(S(=O)(=O)c2ccccc2)CC1 | 19.9 | / | 78.0 | -30.0 | -4.5 | -5.7 | -2.8 | 5.3 | -1.6
C/C(=N\OCC(=O)Nc1nc2ccccc2s1)c1ccccc1 | -18.7 | 27.7 | 117.0 | 1.0 | -1.8 | -9.1 | -1.6 | -6.9 | 0.1
CCn1cc(/C=N\NC(=O)c2ccc(Cl)cc2)cn1 | 10.1 | 16.4 | 102.0 | -2.0 | -1.2 | 2.8 | -0.5 | 0.8 | 9.5
COc1ccc(C2c3c(ncn(CCN4CCOCC4)c3=N)Oc3ccc4ccccc4c32)cc1OC (stereo not drawn) | 1.9 | 1.8 | 163.0* | 21.0 | -2.4 | 5.0 | -1.8 | -75.4 | -1.6
NS(=O)(=O)c1ccc(CNc2ccc3ccccc3n2)cc1 | 1.1 | 19.1 | 109.0 | 11.0 | -3.5 | -1.3 | -2.4 | 5.5 | -0.8
CC1CCC(=C(C#N)c2nc(-c3cc4ccccc4oc3=O)cs2)CC1 (stereo not drawn) | -6.1 | / | 107.0 | 2.0 | 0.4 | -3.3 | -0.1 | 2.9 | 0.0
Cc1ccc(CNc2oc(-c3ccco3)nc2C#N)cc1 | 4.8 | -0.2 | / | / | -1.8 | -11.1 | 0.5 | -4.4 | -5.9
O=C(Nc1ccc(Cl)c(Cl)c1)c1ccc2c(c1)OCO2 | -10.4 | 7.7 | 101.0 | -1.0 | 0.1 | 5.2 | -1.6 | 1.3 | 0.0
Cc1ccc(NC(=O)Nc2ccccc2)cc1[N+](=O)[O-] | 6.3 | 15.7 | 94.0 | -2.0 | -2.8 | 14.6 | -0.4 | -3.3 | 0.8
CCS(=O)(=O)N1CCCC(C(=O)NCc2cccc(OC)c2)C1 (stereo not drawn) | 0.4 | 4.5 | 94.0 | -3.0 | -2.9 | -2.7 | -6.7 | -1.7 | -3.2
Cc1ccc2nc(NC(=O)Cn3nc(C)c([N+](=O)[O-])c3C)sc2c1 | 16.9 | 26.0 | 100.0 | -3.0 | -1.9 | -0.9 | -0.2 | 1.4 | -11.4
CCOC(=O)c1c(NC(=O)CS(=O)(=O)c2cn(CC)c3ccccc23)sc2c1CCCC2 | 1.5 | 39.2 | 103.0 | 4.0 | -1.5 | -15.0 | -4.4 | -5.4 | -5.9

An excerpt from above in order of number of heavy atoms, descending.
SMILES | SUMO HTRF inh | NALP1 inh | MEKK2wt PB1 HTS | MEKK2mut PB1 HTS | VIM-2 inh | DNA FID counter | IMP-1 inh | HCV NS3 hel inh | M18AAP inhibitor
CCOC(=O)c1c(NC(=O)CS(=O)(=O)c2cn(CC)c3ccccc23)sc2c1CCCC2 | 1.5 | 39.2 | 103.0 | 4.0 | -1.5 | -15.0 | -4.4 | -5.4 | -5.9
NS(=O)(=O)c1ccc(CNc2ccc3ccccc3n2)cc1 | 1.1 | 19.1 | 109.0 | 11.0 | -3.5 | -1.3 | -2.4 | 5.5 | -0.8
Cc1ccc(CNc2oc(-c3ccco3)nc2C#N)cc1 | 4.8 | -0.2 | / | / | -1.8 | -11.1 | 0.5 | -4.4 | -5.9
Cc1ccc(NC(=O)Nc2ccccc2)cc1[N+](=O)[O-] | 6.3 | 15.7 | 94.0 | -2.0 | -2.8 | 14.6 | -0.4 | -3.3 | 0.8

(continued)
SMILES | SUMO HTRF inh | NALP1 inh | MEKK2wt PB1 HTS | MEKK2mut PB1 HTS | VIM-2 inh | DNA FID counter | IMP-1 inh | HCV NS3 hel inh | M18AAP inhibitor
COc1cccc(C(=O)Nc2nnc(SCC(=O)Nc3ccc(NC(C)=O)cc3)s2)c1 | 6.9 | 3.3 | 101.0 | 7.0 | -1.6 | -13.9 | -2.8 | -11.8 | -1.2
O=C(NC(=S)NCc1ccco1)c1ccc(Br)cc1 | 4.0 | 3.7 | 106.0 | 5.0 | -3.5 | -9.9 | -2.6 | 4.0 | -2.6
CN1C=CC2=C(C#N)C(N)C(C#N)(C#N)C(c3ccccc3)C2C1 (stereo not drawn) | 14.5 | 11.0 | / | / | 7.4 | 10.3 | 1.1 | 0.5 | -8.3
Cn1ncc([N+](=O)[O-])c1C(=O)Nc1ccccc1 | 8.6 | -5.6 | 103.0 | 10.0 | -2.0 | -3.9 | -2.3 | -10.3 | -8.3
CCOc1ccc(NC(=O)CN(C)S(=O)(=O)c2cnc[nH]2)cc1 | -3.6 | -4.2 | 88.0 | -13.0 | -3.2 | -1.1 | -1.1 | 16.3 | -2.1
COC(=O)C1=C(O)CSC1=Nc1ccccc1 | 1.9 | -0.2 | 104.0 | 5.0 | -0.7 | -3.8 | -2.1 | 3.6 | 3.8
CC1CCCC(C)N1C(=O)c1cc2ncc(CCCl)cn2n1 (stereo not drawn) | -6.2 | 17.9 | 98.0 | -1.0 | -1.5 | -8.2 | -2.5 | -1.7 | -0.2
CCN1C(=O)[C@H]2[C@H]3[C@H](O)[C@H](O)C/C(=N\OC[C@@H](C)[C@H](OCc4ccccc4)C(C)C)[C@@H]3CC[C@H]2C1=O | -23.9 | 16.0 | 99.0 | -2.0 | -2.5 | -50.7 | -4.5 | -4.7 | -1.2
CC(C)Cc1nnc(NC(=O)CCC(=O)NC2CCCCCC2)s1 | 2.5 | 10.2 | 99.0 | 5.0 | -1.3 | -18.0 | -2.3 | 2.7 | 0.7
CC(=O)c1ccc(S(=O)(=O)N(CCCO)Cc2cc3cc(C)ccc3[nH]c2=O)cc1 | 3.5 | 0.2 | 108.0 | 6.0 | -0.7 | -34.8 | -2.7 | 3.0 | 2.4
